Glioma ERSR ind: qHTS for Inducers of the Endoplasmic Reticulum Stress Response (ERSR) in Human Glioma: qHTS. U87-MG GRP78 promoter luciferase reporter, 16 h. Potency, µM, without a hit: at the highest dose activation, usual class: activators. hit rate 0.02% among 420,000. AID 602332, 2012; further: potency means the concentration at half of the fitted maximal effect; series mostly up to about 76 µM; % of control where 0% means no effect; nearly all actives have a fitted effect of over 35% in size
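Stably transfected U87-MG glioma cells carrying a GRP78-based luciferase sensor; 16 h compound incubation. Luminescence end-point read 10 min after Bright-Glo addition at room temperature.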
Vif-APOBEC3G blk: qHTS for Inhibitors of Vif-A3G Interactions: qHTS | DNA dC->dU-editing enzyme APOBEC-3G (Homo sapiens), Q9HC16 | HeLa A3G-eYFP + Vif (tagged APOBEC3G with the HIV-1 protein that degrades it), YFP fluorescence, overnight | Potency, µM (titrated, usually from 46.1 µM), without a hit: top-dose activity, negative = active, hits mostly inhibitors | hit rate 0.076% among 410,000 | AID 602310, 2012;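 further: potency means the concentration at half of the fitted maximal effect; on the % scale 0 is the no-effect control and ±100 the full control effect; nearly all actives have a fitted effect of over 60% in size; hits raise eYFP signal because A3G escapes Vif-driven loss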
Target sequence (Q9HC16 whole entry, looked up): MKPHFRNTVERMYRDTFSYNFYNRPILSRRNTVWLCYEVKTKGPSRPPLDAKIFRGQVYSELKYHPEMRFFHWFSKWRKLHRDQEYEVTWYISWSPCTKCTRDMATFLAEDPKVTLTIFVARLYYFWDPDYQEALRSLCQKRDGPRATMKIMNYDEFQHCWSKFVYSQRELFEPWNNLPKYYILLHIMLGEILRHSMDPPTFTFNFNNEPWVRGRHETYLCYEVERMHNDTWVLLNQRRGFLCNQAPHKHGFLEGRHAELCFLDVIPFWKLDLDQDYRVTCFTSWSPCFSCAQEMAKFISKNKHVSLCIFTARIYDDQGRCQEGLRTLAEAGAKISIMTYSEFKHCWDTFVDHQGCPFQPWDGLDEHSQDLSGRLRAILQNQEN
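Read-out is eYFP fluorescence (Ex 488/Em 500-530) from Vif-expressing HeLa A3G-eYFP cells; more signal means A3G escaped Vif-mediated degradation. Cells plated overnight, compound pinned in, incubated overnight at 37 deg C.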
TrxR1 substrate: qHTS Assay for Substrates of Mammalian Selenoprotein Thioredoxin Reductase 1 (TrxR1): qHTS. Potency, µM (doses to about 114 µM), for inactives: top-dose activity change, negative = substrate turnover. purified TrxR1 substrate turnover, NADPH consumption readout. hit rate 0.01% among 390,000. Thioredoxin reductase 1, cytoplasmic (Rattus norvegicus), O89049; further: potency means the concentration at half of the fitted maximal effect; on the % scale 0 is the no-effect control and ±100 the full control effect; nearly all actives have a fitted effect of over 50% in size
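Rat TrxR1, dispensed at 90 nM, was prereduced with 400 uM NADPH (final) for 5 min at ~22 deg C, then incubated with compound 15 min before 400 uM selenite. A first-read NADPH fluorescence drop versus no-compound background flagged substrates.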
rTrxR1 inhibitor: qHTS Assay for Inhibitors of Mammalian Selenoprotein Thioredoxin Reductase 1 (TrxR1): qHTS; recombinant rTrxR1, NADPH fluorescence consumption, selenite substrate; Potency, µM (doses to about 114 µM), inactives show at the top dose activity change, negative = inhibition, usual class: inhibitors; hit rate 1% among 390,000; Thioredoxin reductase 1, cytoplasmic (Rattus norvegicus), O89049; further: potency means the concentration at half of the fitted maximal effect; on the % scale 0 is the no-effect control and ±100 the full control effect; nearly all actives have a fitted effect of over 65% in size
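Rat TrxR1 (90 nM in the dispensed reagent) was pre-reduced with 400 uM NADPH for 5 min at room temperature, then incubated with compound for 15 min. After 400 uM selenite was added, NADPH fluorescence (Ex 340/Em 450 nm) was followed for 8 min.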
RGS4 inhibitor: Inhibitors of Regulator of G Protein Signaling (RGS) 4: qHTS; Regulator of G-protein signaling 4 (Homo sapiens), P49798; Transcreener GDP fluorescence polarization, RGS4-accelerated GTP hydrolysis; Potency, µM (doses to about 114 µM), without a hit: top-dose activity change, negative = inhibition, usual class: inhibitors; hit rate 0.039% among 390,000; AID 504845, 2011; further: potency means the concentration at half of the fitted maximal effect; on the % scale 0 is the no-effect control and ±100 the full control effect; nearly all actives have a fitted effect of over 75% in size; some results filed as inactive show a strong effect at the top dose
Target sequence (P49798 whole entry, looked up): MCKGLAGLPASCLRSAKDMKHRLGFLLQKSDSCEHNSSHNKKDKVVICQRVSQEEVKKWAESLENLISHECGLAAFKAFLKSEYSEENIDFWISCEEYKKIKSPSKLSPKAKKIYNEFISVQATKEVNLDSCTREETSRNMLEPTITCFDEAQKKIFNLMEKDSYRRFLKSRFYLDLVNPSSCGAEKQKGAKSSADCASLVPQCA
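MLSMR compounds (23 nl, pin-transferred) preincubated 10 min at room temperature with a 500nM (2x) first reagent, then RGS4 at 900nM (2x) plus Transcreener GDP mix added; fluorescence polarization (620/688 nm) read before and after 90 min at 30 °C.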
IDH1 R132H inh: qHTS for Inhibitors of mutant isocitrate dehydrogenase 1 (IDH1): qHTS. Isocitrate dehydrogenase [NADP] cytoplasmic (Homo sapiens), O75874. IDH1-R132H enzyme, NADPH consumption, diaphorase/resazurin fluorescence. hit rate 0.093% among 390,000. Potency, µM (highest dose often 76.6 µM), without a hit: at the highest dose activity change, negative = inhibition, actives largely listed as inhibitors. AID 602179, 2012; further: potency means the concentration at half of the fitted maximal effect; on the % scale 0 is the no-effect control and ±100 the full control effect; nearly all actives have a fitted effect of over 65% in size
Target sequence (O75874 whole entry R132H, stated change not applied): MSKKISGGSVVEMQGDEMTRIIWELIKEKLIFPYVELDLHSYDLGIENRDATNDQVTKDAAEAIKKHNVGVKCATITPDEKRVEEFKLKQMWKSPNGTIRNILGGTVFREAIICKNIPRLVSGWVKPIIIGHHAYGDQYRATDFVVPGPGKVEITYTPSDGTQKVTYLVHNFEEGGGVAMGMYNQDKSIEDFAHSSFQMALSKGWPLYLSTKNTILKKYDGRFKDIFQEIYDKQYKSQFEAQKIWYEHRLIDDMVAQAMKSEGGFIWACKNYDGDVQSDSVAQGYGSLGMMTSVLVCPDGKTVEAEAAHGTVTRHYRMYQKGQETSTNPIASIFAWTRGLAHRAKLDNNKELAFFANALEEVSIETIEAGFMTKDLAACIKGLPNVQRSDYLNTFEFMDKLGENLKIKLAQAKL
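IDH1-R132H (0.5 ug/mL dispensed) in pH 7.5 Tris buffer was preincubated 30 min with compound, then given a substrate mix of 0.016 mM NADPH and 2 mM alpha-KG for 80 min at room temperature; remaining NADPH was read by diaphorase/resazurin fluorescence.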
Vif-APOBEC3F blk: qHTS for Inhibitors of Vif-A3F Interactions: qHTS | HeLa A3F-eYFP + Vif (tagged APOBEC3F with the HIV-1 protein that degrades it), YFP fluorescence increase | Potency, µM (doses to about 46.1 µM), inactives show at the highest dose activity, negative = active | hit rate 0.2% among 390,000; further: potency means the concentration at half of the fitted maximal effect; % of control where 0% means no effect; nearly all actives have a fitted effect of over 65% in size
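Fluorescence increase (Ex 488/Em 500-530) after overnight compound treatment at 37 deg C flags inhibition of Vif-driven A3F-eYFP loss in stable HeLa A3F-eYFP/Vif cells seeded overnight beforehand.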
LDHA inh: qHTS assay for inhibitors of human lactate dehydrogenase; purified LDHA, NADH/diaphorase-resazurin fluorescence; hits give low values; activity change, % (values are at about 110 or 230 µM); hit rate 0.15% among 480,000; AID 1347041, 2019; in the data active means activity change below about -30%; inconclusive means mostly about -25% to -30%;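 further: plate controls were DMSO wells for no effect and wells without enzyme for full effect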
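Human LDH5 at 2 nM final in Tris HCl pH 7.4 with 0.06 mM NADH and 0.2 mM pyruvate, reacted 5 minutes at room temperature. Remaining NADH coupled via diaphorase/resazurin; resorufin fluorescence read at 0 and 20 minutes, normalized to enzyme-free and DMSO wells.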
USP1-UAF1 inh: Inhibitors of USP1/UAF1: Primary Screen | Ubiquitin carboxyl-terminal hydrolase 1 (Homo sapiens), O94782 | recombinant USP1/UAF1, Ub-Rhodamine cleavage fluorescence | Potency, µM (titrated, usually from 57.1 µM), for the others: at the top dose activity change, negative = inhibition, hits mostly inhibitors | hit rate 0.23% among 390,000; further: potency means the concentration at half of the fitted maximal effect; on the % scale 0 is the no-effect control and ±100 the full control effect; nearly all actives have a fitted effect of over 60% in size; inactives centre near -12
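Step one: compound is pinned into 1nM USP1/UAF1 in HEPES pH 7.8 buffer with TCEP. Step two: 15 min room-temperature incubation. Step three: Ub-Rho (150nM final) starts cleavage, tracked by fluorescence over six one-minute reads.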
* = called active by the depositor; u = inconclusive; x = no result given; & = joins results of further samples; [ ] = remark or other dose. Unless noted, the call rests on the fitted dose curve; in most records, active means well fitted curve in the direction sought with a large enough effect; inconclusive means small, poorly fitted or top-dose-only effect, or another doubt; inactive means no such curve, though single readings can be large; an effect the other way counts as inactive or inconclusive. Some of the compounds tested; count on the stated rates, not on these rows.

SMILES	Glioma ERSR ind	Vif-APOBEC3G blk	TrxR1 substrate	rTrxR1 inhibitor	RGS4 inhibitor	IDH1 R132H inh	Vif-APOBEC3F blk	LDHA inh	USP1-UAF1 inh
Cc1ccc(C)c(N2CCN(C(=O)Cn3c(-c4cccs4)cc4ccccc43)CC2)c1	1%	-2%	29%	34%	-12%	-7%	-1%	-12	u
CCOc1ccc(OCC)c(NS(=O)(=O)c2ccc3c(c2)CCN3C(=O)C2CCC2)c1	0%&2%	-2%&-2%	-6%&4%	2%&13%	-6%&-5%	-2%&-8%	2%&7%	0&3	u
COc1ccccc1S(=O)(=O)N(C)C[C@@H]1OCc2cnnn2CCCC(=O)N([C@H](C)CO)C[C@H]1C	-1%	2%	x	x	x	-1%	-15%	-4	-17%
CN(C)C(=O)CSc1nc2ccc(C(=O)c3ccccc3)cc2[nH]1	4%	0%	4%	21%	13%	2%	15%	0	-7%
CCN(CC)S(=O)(=O)c1ccc(N2CCOCC2)c(NC(=O)c2cccc(C#N)c2)c1	-5%	5%	-3%	12%	-3%	11%	-1%	-2	-22%
O=C(Cc1ccccc1)NN1C(=O)c2ccccc2C1=O	-5%	4%	10%[57.1 µM]	12%[57.1 µM]	-17%	0%	11%	-9	-17%
Cc1noc(NS(=O)(=O)c2ccc(NC(=O)c3ccc(Br)cc3)cc2)c1C	x	x	0%	7%	-23%	x	x	-6	-3%
CN(C)c1cc[n+](CC(=O)Nc2ccc(Cl)cc2)cc1	-3%	1%	-10%	-5%	24%	3%	0%	-10	-6%
COCCN(CCOC)S(=O)(=O)c1ccc(C(=O)Nc2nnc(COC)o2)cc1	-2%	-3%	4%	16%	6%[11.4 µM]	2%	2%	-1	-16%
CCCc1cc2nnc(SCC(=O)N(C)C3CCCCC3)n2c(N)n1	-5%	-2%	-4%[57.1 µM]	20%[57.1 µM]	-10%	1%	1%	1	-12%

Individual results from the results shown:
COCCN(CCOC)S(=O)(=O)c1ccc(C(=O)Nc2nnc(COC)o2)cc1 in Vif-APOBEC3G blk = -3%
CN(C)C(=O)CSc1nc2ccc(C(=O)c3ccccc3)cc2[nH]1 in Vif-APOBEC3F blk = 15%
Cc1noc(NS(=O)(=O)c2ccc(NC(=O)c3ccc(Br)cc3)cc2)c1C in USP1-UAF1 inh = -3%

The list continues:
SMILES	Glioma ERSR ind	Vif-APOBEC3G blk	TrxR1 substrate	rTrxR1 inhibitor	RGS4 inhibitor	IDH1 R132H inh	Vif-APOBEC3F blk	LDHA inh	USP1-UAF1 inh
Cc1ccc(NC(=O)CCn2c(=O)oc3ccccc32)c(C)c1	0%	0%	8%[57.1 µM]	2%[57.1 µM]	1%	-3%	1%	-11	-22%
O=C(CSCc1cccc(CSCC(=O)Nc2ccccc2)n1)Nc1ccccc1	-1%	4%	-2%	9%	-14%	8%	-9%	-4	-12%
CCOc1ccc(C(C(=O)Nc2ccc(F)cc2)N(C(=O)Cn2nnc3ccccc32)C2CC2)cc1 (stereo not drawn)	-1%	0%	0%	20%	20%	2%	-4%	3	-11%
CN(Cc1ccccc1)C(=O)c1ccc(COc2ccccc2)cc1	0%	1%	-5%[57.1 µM]	-6%[57.1 µM]	16%	6%	6%	-2	-9%
CC1CCN(C(=O)CSc2nnc(Cc3cc(=O)[nH]c(=O)[nH]3)n2-c2ccc(Cl)cc2)CC1	0%&-4%	3%&0%	7%	17%	-13%&-13%	14%	0%	-4&-2	-11%
Cc1ccc(C(=O)OCC(=O)N(CC(C)C)c2c(N)n(Cc3ccccc3)c(=O)[nH]c2=O)cc1[N+](=O)[O-]	-3%	-8%	11%	13%	-8%	-12%	-7%	-7	-19%
O=C(Nc1nc(-c2ccccc2)c(C(=O)c2ccccc2)s1)c1ccc(S(=O)(=O)N2CCCC2)cc1	-3%	0%	-3%	3%	-1%	3%	6%	-2	-12%
Cc1cc(N2CCOCC2)nc2ccc(NC(=O)CCC(=O)N3CCCC(C)C3)cc12 (stereo not drawn)	2%	5%	251%[activator]	78%[activator]	-2%	5%	-7%	12	4%
COc1cc(/C=N/NC(=O)c2nc3ccccn3c2C)cc(OC)c1O	-3%	1%	-5%[57.1 µM]	29%[57.1 µM]	-33%	2%	-2%	6	-14%
Cc1onc(-c2ccccc2)c1C(=O)N1CCN(Cc2ccc3c(c2)OCO3)CC1	-1%	-1%	-1%	19%	-49%	-10%	2%	-1	-20%
Cn1cc(SCC(=O)Nc2nccs2)c2ccccc21	-1%	-9%	0%[57.1 µM]	16%[57.1 µM]	-2%	3%	-13%	-14	-11%
CCOc1ccc(N/C(N)=N/c2nc(CSc3nnnn3-c3ccccc3)cc(=O)[nH]2)cc1	-1%	1%	-4%	10%	8%	4%	1%	-10	-7%
CCOc1cc(-c2nc(-c3ccc(-c4ccccc4)nc3OCC)no2)cc(OCC)c1OCC	-2%	-3%	1%	-6%	18%	5%	1%	4	-17%
CCCCN(C(=O)c1cc(S(=O)(=O)N2CCOCC2)ccc1N1CCOCC1)c1ccccc1	-1%	0%	x	x	x	12%	-13%	-1	8%
O=C1CC(c2ccccc2)=Nc2ccccc2N1Cc1ccccc1	1%	-4%	-12%[57.1 µM]	-20%[57.1 µM]	2%	-4%	3%	-5	-7%
Cc1cc(NC(=O)CN2C(=O)NC(C)(c3ccccc3)C2=O)no1 (stereo not drawn)	0%	1%	2%	11%	3%	7%	-6%	-7	-9%
Nc1nc2c(nc(Br)n2C2OC3COP(=O)(O)O[C@@H]3C2O)c(=O)[nH]1 (stereo partly drawn)	0%	x	-3%[57.1 µM]	-1%[57.1 µM]	0%[56.9 µM]	x	x	x	x
COc1ccc(-c2nn(C)c(=O)c3ccccc23)cc1NS(C)(=O)=O	6%	1%	-12%	-10%	-3%[11.4 µM]	4%	3%	-1	-17%
CC(=O)Nc1ccc(OCC(O)Cn2cnc3ccccc32)cc1 (stereo not drawn)	-2%	2%	9%[57.1 µM]	15%[57.1 µM]	13%	8%	0%	-7	-10%
Cc1ccn2c(=O)cc(COc3ccc(NC(=O)COc4ccc(Cl)cc4)cc3)nc2c1	-1%	-5%	6%[57.1 µM]	12%[57.1 µM]	8%	3%	-4%	1	-7%
Cc1ccccc1Cn1cnc2ccccc2c1=O	-2%	1%	8%[57.1 µM]	11%	8%	4%	11%	-11	-7%
N/C(=N\OC(=O)c1ccc(Cl)c(Cl)c1)c1cccnc1	u	3%	-4%	3%	-19%	5%	0%	-4	-1%
C=C1CSc2nc(=O)c3c4c(sc3n21)CCC4	-5%	-1%	-6%	-14%	10%	9%	-5%	-3	-14%
Cc1cccc(NC(=O)CN2C(=O)NC(C)(c3ccc4c(c3)OCO4)C2=O)c1 (stereo not drawn)	0%	0%	-6%	-11%	-13%	2%	6%	-1	-21%
Cc1c(Cl)cccc1NC(=O)C1CCCN(c2nnc(-n3c(C)ccc3C)s2)C1 (stereo not drawn)	x	x	1%	-4%	-6%	x	x	-3	10%
CCOC(=O)c1ccc(NC(=S)NCC(O)c2ccccc2)cc1 (stereo not drawn)	-5%	2%	-8%	-18%	-27%	2%	1%	3	-19%
CCCCCCOc1ccc(N2C(=O)CC(N(CCc3ccc(S(N)(=O)=O)cc3)C(C)=O)C2=O)cc1 (stereo not drawn)	4%	0%	7%[57.1 µM]	7%[57.1 µM]	-38%	3%	-8%	-2	-16%

Grouped by structure: the entries above with two or more sulfur atoms (4)
SMILES	Glioma ERSR ind	Vif-APOBEC3G blk	TrxR1 substrate	rTrxR1 inhibitor	RGS4 inhibitor	IDH1 R132H inh	Vif-APOBEC3F blk	LDHA inh	USP1-UAF1 inh
O=C(CSCc1cccc(CSCC(=O)Nc2ccccc2)n1)Nc1ccccc1	-1%	4%	-2%	9%	-14%	8%	-9%	-4	-12%
O=C(Nc1nc(-c2ccccc2)c(C(=O)c2ccccc2)s1)c1ccc(S(=O)(=O)N2CCCC2)cc1	-3%	0%	-3%	3%	-1%	3%	6%	-2	-12%
Cn1cc(SCC(=O)Nc2nccs2)c2ccccc21	-1%	-9%	0%[57.1 µM]	16%[57.1 µM]	-2%	3%	-13%	-14	-11%
C=C1CSc2nc(=O)c3c4c(sc3n21)CCC4	-5%	-1%	-6%	-14%	10%	9%	-5%	-3	-14%

Screening data as filed in PubChem BioAssay.
